SNCA expr inhib: inhibitors of alpha-synuclein (SNCA) gene expression; HEK-293 SNCA-luciferase knock-in, luminescence, 24 h; Potency, µM (titrated, usually from 57.2 µM), for the others: at the highest dose activity change, negative = inhibition, actives largely listed as inhibitors; 0.17% of 140,000 active;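 further: potency means the concentration at half of the fitted maximal effect; plate controls were DMSO cells for no effect and cell-free wells for full effect; nearly all actives have a fitted effect of over 45% in size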
HEK293 tox: kills HEK 293 cells. Potency, µM (top dose mostly 115 µM), without a hit: at the top dose activity change, negative = cytotoxicity, hits mostly inhibitors. HEK 293 viability, ATP luminescence (CellTiter-Glo), 48-72 h. AID 1345083. 6.6% of 94,000 active; further: potency means the concentration at half of the fitted maximal effect; nearly all actives have a fitted effect of over 60% in size
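Pintool-delivered compounds were incubated with HEK 293 cells (250 cells/well) at 37 degree Celsius for 48 or 72 hr. ATP-dependent luminescence (CellTiter-Glo) then reported remaining viable cells.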
Luciferase inh: Photinus pyralis luciferase inhibition; P08659; Potency, µM (highest dose often 115 µM), for the others: at the highest dose activity change, negative = inhibition, most hits filed as inhibitors; 2.5% of 76,000 active; purified P. pyralis luciferase, luminescence, biochemical; further: potency means the concentration at half of the fitted maximal effect; nearly all actives have a fitted effect of over 65% in size
Target sequence (P08659 whole entry, looked up): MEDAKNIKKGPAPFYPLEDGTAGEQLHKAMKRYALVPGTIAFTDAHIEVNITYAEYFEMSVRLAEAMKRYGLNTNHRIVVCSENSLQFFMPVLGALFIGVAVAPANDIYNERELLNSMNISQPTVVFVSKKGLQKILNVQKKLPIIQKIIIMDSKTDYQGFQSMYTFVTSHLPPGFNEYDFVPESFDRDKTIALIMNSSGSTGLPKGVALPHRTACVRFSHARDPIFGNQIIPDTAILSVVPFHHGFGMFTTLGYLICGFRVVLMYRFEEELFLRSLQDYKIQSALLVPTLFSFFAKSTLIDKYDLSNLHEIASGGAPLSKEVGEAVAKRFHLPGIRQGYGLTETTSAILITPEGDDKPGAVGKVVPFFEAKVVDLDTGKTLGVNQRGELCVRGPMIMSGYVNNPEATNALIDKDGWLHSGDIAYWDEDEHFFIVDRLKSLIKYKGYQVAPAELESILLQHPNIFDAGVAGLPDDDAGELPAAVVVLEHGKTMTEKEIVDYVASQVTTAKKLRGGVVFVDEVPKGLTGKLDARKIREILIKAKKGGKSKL
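Biochemical qHTS: compound (6-point titration) added to 10uM D-luciferin plus 10uM ATP in Tris acetate pH 7.5 buffer with Mg, Tween-20 and BSA, then purified enzyme at 10nM; light output imaged.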
3T3 cytotox: kills NIH 3T3 cells; 4.3% of 94,000 active; Potency, µM (highest dose often 96.7 µM), inactives show at the top dose activity change, negative = cytotoxicity, actives largely listed as inhibitors; AID 1345082; NIH 3T3 viability, CellTiter-Glo ATP luminescence, 48-72 h; further: potency means the concentration at half of the fitted maximal effect; nearly all actives have a fitted effect of over 55% in size
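ATP-dependent luminescence (CellTiter-Glo) served as the viability signal for NIH 3T3 cells treated with compound for 48 or 72 hr at 37 °C.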
HEK293 viab: cell viability loss counter-screen; HEK-293-SNCA-luc viability, GF-AFC fluorescence, 24 h; Potency, µM (highest dose often 57.1 µM), inactives show top-dose activity change, negative = cytotoxicity, hits mostly cytotoxic; 0.12% of 150,000 active; AID 1671193;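 further: potency means the concentration at half of the fitted maximal effect; 0% = DMSO-treated cells and -100% = medium-only wells without cells; nearly all actives have a fitted effect of over 30% in size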
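Cytotoxicity counterscreen: after 24 h compound treatment of genome-edited SNCA-luciferase HEK-293 cells, live-cell protease substrate GF-AFC read by fluorescence after 30 min; activity scaled between DMSO (0%) and medium-only (-100%), curves Hill-fitted.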
GPT2 inh: GPT2 alanine aminotransferase inhibition; Q8TD30; Recombinant GPT2, coupled pyruvate oxidase/HRP Amplex Red fluorescence; 0.25% of 100,000 active; Potency, µM (top dose mostly 57.7 µM), for inactives: top-dose activity change, negative = inhibition, actives largely listed as inhibitors; further: potency means the concentration at half of the fitted maximal effect; nearly all actives have a fitted effect of over 60% in size; many of its hits are not listed in these tables
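Recombinant GPT2 (10ng/uL) with 250uM a-KG and 2mM L-alanine, 30 min at room temperature, in HEPES pH 7.5 buffer. Pyruvate detected by pyruvate oxidase/HRP/Amplex Red fluorescence after 30 min in the dark; AOA (50uM) as positive control.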
IP6K1 inh: inhibitors of human IP6K1; Q92551; 0.81% of 140,000 active; AID 1645851; IP6K1 kinase, ADP-Glo luminescence, 2 h; stronger effect = lower value; activity change, % (series mostly up to about 58 µM); in the data active means activity change below about -25%
Target sequence (Q92551 whole entry, looked up): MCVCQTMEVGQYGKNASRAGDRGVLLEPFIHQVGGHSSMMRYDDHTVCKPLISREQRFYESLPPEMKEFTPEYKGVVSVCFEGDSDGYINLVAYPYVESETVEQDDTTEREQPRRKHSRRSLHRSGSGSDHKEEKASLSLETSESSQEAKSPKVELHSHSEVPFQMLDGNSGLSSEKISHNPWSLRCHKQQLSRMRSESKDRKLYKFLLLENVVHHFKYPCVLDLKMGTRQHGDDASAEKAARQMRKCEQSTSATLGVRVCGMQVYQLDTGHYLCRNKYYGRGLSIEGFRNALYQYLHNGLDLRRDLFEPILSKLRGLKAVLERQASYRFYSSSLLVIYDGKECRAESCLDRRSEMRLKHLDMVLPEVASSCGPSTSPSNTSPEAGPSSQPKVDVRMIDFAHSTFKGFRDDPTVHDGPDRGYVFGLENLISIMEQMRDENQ
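ADP-Glo luminescence measures ADP made by human IP6K1 during a 2 h RT reaction with ATP/IP6 (mix at 1.3 mM/130 uM); top library doses 57.5 and 19.1 uM final.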
Active calls of the source: *; i = inactive; ? = inconclusive; nt = no result given; [ ] = remark or other dose. Unless noted, the call rests on the fitted dose curve; in most records, active means well fitted curve in the direction sought with a large enough effect; inconclusive means small, poorly fitted or top-dose-only effect, or another doubt; inactive means no such curve, though single readings can be large; an effect the other way counts as inactive or inconclusive. Unless noted, on the % scale 0 is the no-effect control and ±100 the full control effect. Not all compounds are listed. The share of hits here may be higher or lower than overall.

[1] O=[S+]1([O-])CCCN1C1CCN(Cc2ccc(C(F)(F)F)cc2)CC1
[2] O=C(C[C@@H]1O[C@H](CNC(=O)Nc2cccc(F)c2)[C@@H](O)[C@H]1O)NCCN1CCOCC1
[3] CCOc1ccc(CCNC(=O)CSc2nnnn2-c2ccc(C)cc2C)cc1OCC
[4] COc1ccc(-c2nc3c(c(=O)[nH]2)CCN(C(=O)COc2ccccc2C)C3)cc1
[5] Cc1cc2cccc(C(=O)N3CCn4nc(C(O)C5CC5)cc4C3)c2o1 (stereo not given)
[6] COc1ccc(N2C(=O)CSC23C(=O)N(CC(=O)Nc2ccccc2F)c2ccccc23)cc1 (stereo not given)
[7] CCOc1ccccc1NC(=O)N1CC(n2cc(C(=O)N(C)C)nn2)C1
[8] COc1ccc(OC)c(-n2c(=O)[nH]c3cc(C(=O)NCCc4ccc(OC)c(OC)c4)ccc3c2=O)c1
compound no. | 1 | 2 | 3 | 4 | 5 | 6 | 7 | 8
SNCA expr inhib | 24% | -23% | 0% | 0% | 6% | -8% | -30% | 16%
HEK293 tox | ? | -1% | nt | ? | -2% | nt | -4% | nt
Luciferase inh | -4% | -2% | nt | 5% | 7% | nt | nt | nt
3T3 cytotox | -24% | 5% | nt | -6% | -14% | nt | -15% | nt
HEK293 viab | 1% | 5% | 14% | -13% | -9% | -10% | 2% | -1%
GPT2 inh | 0% | -8% | nt | i | 3% | nt | i | nt
IP6K1 inh | -9 | 4 | -1 | 2 | -4 | 7 | 17 | 10

[9] COc1cccc(Cn2nnc3c(=O)[nH]c(C4CCN(C(=O)c5ccccc5Cl)CC4)nc32)c1
[10] COCCC(=O)N1CCCCCNC(=O)[C@@H]2CCCC[C@@H]21
[11] CN1CCc2c([nH]c3ccccc23)C12CCN(C(=O)c1nccc3ccccc13)CC2
[12] CN1CCCCC(CC(=O)NCc2cccc(Cl)c2)C1=O (stereo not given)
[13] CC(C)(O)[C@@H]1CC[C@]2(CO)[C@@H](O)CC[C@](C)(O)[C@H]2[C@@H]1O[C@@H]1O[C@H](CO)[C@@H](O)[C@H](O)[C@H]1O
[14] N#Cc1ccc(CN2CCCC3(CC(c4cccnc4)=NO3)C2)cc1 (stereo not given)
[15] O=C1NCCCN1C1CCN(Cc2cccc(OC(F)(F)F)c2)CC1
[16] Cc1cc(C(=O)NCC23CCC=C2N(C)C(=O)CC3)n(C)n1 (stereo not given)
compound no. | 9 | 10 | 11 | 12 | 13 | 14 | 15 | 16
SNCA expr inhib | ? | -20% | -10% | 41%[activator] | nt | -17% | 15%[87.6 µM] | -18%
HEK293 tox | nt | -1% | ? | 2% | nt | -22% | ? | i
Luciferase inh | nt | -7% | 8% | 1% | nt | nt | 3%[172 µM] | nt
3T3 cytotox | nt | -5% | -1% | 2% | nt | -23% | -25%[138 µM] | -18%
HEK293 viab | -8% | -4% | -18%[12.5 µM] | 4% | 10%[23.9 µM] | -4% | -8%[87.6 µM] | -15%
GPT2 inh | nt | 4% | i | 2% | i | 5% | 2%[88.5 µM] | i
IP6K1 inh | 9 | -4 | -3 | 7 | -8 | 16 | 6 | -11

Nos. 11–12 from above:
[11] CN1CCc2c([nH]c3ccccc23)C12CCN(C(=O)c1nccc3ccccc13)CC2
[12] CN1CCCCC(CC(=O)NCc2cccc(Cl)c2)C1=O (stereo not given)
compound no. | 11 | 12
SNCA expr inhib | -10% | 41%[activator]
HEK293 tox | ? | 2%
Luciferase inh | 8% | 1%
3T3 cytotox | -1% | 2%
HEK293 viab | -18%[12.5 µM] | 4%
GPT2 inh | i | 2%
IP6K1 inh | -3 | 7

Going on with the list.
[17] O=C(NCCn1ccn2nc(-c3ccc(F)cc3)cc2c1=O)c1ccoc1
[18] CCN(CC)C(=O)N1CCCC(Cc2nncn2C(C)C)C1 (stereo not given)
[19] Cc1ccc(CN(Cc2ccco2)c2cnc(S(C)(=O)=O)nc2C(=O)Nc2ccccc2Br)o1
[20] O=C(O)C[C@@H]1CCN(C(=O)C2CCC2)C[C@@H]1CCN1CCN(c2ccc(F)cc2)CC1
[21] CC(C)Cc1nc(CN(C)C(=O)c2cccc(CCC(C)(C)O)c2)no1
[22] CCN1C(=O)C2CC3(CCN(Cc4ccc(F)c(F)c4)CC3)CN2C1=O (stereo not given)
[23] COc1ccc(-c2cn3nc(SCC(=O)Nc4cc(C)cc(C)c4)ccc3n2)cc1
[24] COCC1CN(C(C)=O)CC12CCN(S(=O)(=O)c1cccc(OC)c1)CC2 (stereo not given)
compound no. | 17 | 18 | 19 | 20 | 21 | 22 | 23 | 24
SNCA expr inhib | 109%[activator] | -6% | -12% | 8%[87.6 µM] | ? | -10% | 161%[activator] | -23%
HEK293 tox | 50µM* | 4% | nt | i | ? | 32µM* | nt | -22%
Luciferase inh | ? | 5% | nt | 2%[172 µM] | -11% | -8% | nt | -15%
3T3 cytotox | ? | 5% | nt | i | ? | ? | nt | -25%
HEK293 viab | -6% | -12% | 9% | 4%[87.6 µM] | -8% | -11% | -5% | 6%
GPT2 inh | i | i | nt | -3%[88.5 µM] | i[11.5 µM] | 2% | nt | -9%
IP6K1 inh | 1 | -13 | -10 | 4 | -32* | -17 | 16 | 9

[25] CCOc1ccc(OCC(=O)NCCS(=O)(=O)N2CCN(c3ccccc3F)CC2)cc1
[26] Cn1cncc1C(=O)N1CCC2(CC1)CNC(C(=O)O)C2 (stereo not given)
[27] COc1ccccc1-c1ccnc(N[C@H]2CO[C@H]3[C@@H]2OC[C@@H]3NS(=O)(=O)c2ccc3ccccc3c2)n1
[28] Cc1ccc(CN2C(=O)COC[C@H]2C(=O)Nc2ccc(C)c(F)c2)cc1
[29] COc1cc(CN2CCN(c3noc(C(C)C)n3)CC2CCO)cc(OC)c1 (stereo not given)
[30] CSCCNC(=O)C1CCCN(c2nccc(Nc3ccc(C)cc3)n2)C1 (stereo not given)
[31] O=C(Cc1ccc(Oc2ccccc2)cc1)N1CC(COc2ccccc2)C2(C1)CN(C(=O)c1cn[nH]c1)C2 (stereo not given)
[32] Cc1nn(C(=O)c2cccc(F)c2)c(C)c1S(=O)(=O)N1CCOCC1
compound no. | 25 | 26 | 27 | 28 | 29 | 30 | 31 | 32
SNCA expr inhib | 0% | 12% | 5% | -12% | 22% | ? | -14% | -26%
HEK293 tox | nt | i | 32µM* | -11% | ? | ? | ? | nt
Luciferase inh | nt | -4% | 2% | 7% | -8% | nt | -15% | nt
3T3 cytotox | nt | 3% | ? | ? | ? | ? | ? | nt
HEK293 viab | -4% | -4% | 0% | 3% | 4% | -1%[12.5 µM] | -13% | 8%
GPT2 inh | nt | -5% | -21% | -5% | ? | 0% | -4% | nt
IP6K1 inh | 6 | 5 | -3 | 7 | 0 | 7 | -4 | 2

[33] O=C(NCCc1ccc(Cl)cc1)C(=O)NCC(c1ccc2c(c1)OCO2)N1CCOCC1 (stereo not given)
[34] Cc1nn(S(=O)(=O)c2ccc(F)cc2)c(C)c1S(=O)(=O)N1CCCCCC1
[35] CCCCCNC(=O)c1c[nH]c2ccc(S(=O)(=O)N3CCC(C)CC3)cc2c1=O
[36] Cc1ccc(NC(=O)CN2C(=O)C(c3ccc(C)cc3)=NC23CCCCCC3)cc1
[37] CCCCC(CC)CNC(=O)CN(C)S(=O)(=O)c1ccc2c(c1)c(=O)n(C)c(=O)n2C (stereo not given)
[38] COc1ccc(-n2c(=O)c3ccccc3n(Cc3ccccc3C)c2=O)c(OC)c1
[39] CCn1nccc1C(=O)N1CCCC(c2nnc(CN3CCCC3)n2C)C1 (stereo not given)
[40] CC(=O)N1CCCC2(C1)CN(C)c1ccc(C(=O)NC3CC3)cc12 (stereo not given)
compound no. | 33 | 34 | 35 | 36 | 37 | 38 | 39 | 40
SNCA expr inhib | 21% | 12% | 13% | ? | ? | -2% | -15% | -17%[87.6 µM]
HEK293 tox | nt | nt | nt | nt | nt | nt | i | 4%[172 µM]
Luciferase inh | nt | nt | nt | nt | nt | nt | 2% | -4%[172 µM]
3T3 cytotox | nt | nt | nt | nt | nt | nt | i | ?
HEK293 viab | 10% | 6% | 3% | 2% | 4% | ? | 3% | 4%[87.6 µM]
GPT2 inh | nt | nt | nt | nt | nt | nt | -3% | i
IP6K1 inh | 18 | -7 | 40 | 3 | -21 | 0 | -3 | 3

[41] O=C(Nc1ccc2nc(SCC(=O)N3CCCC3)sc2c1)c1ccccc1F
[42] CSc1cccc(NC(=O)Cn2ccn3nc4c(c3c2=O)CCCC4)c1
[43] O=C(c1ccc(Cl)cc1)N1CCC2(CC1)C(=O)NCN2c1ccccc1
[44] O=Cc1ccc(-c2ccc(F)cc2)cc1
[45] COc1cccc(-n2c(=O)c3c(C)c(C)sc3n(Cc3ccccc3C#N)c2=O)c1
[46] CCOC(=O)C1CCN(C(=O)c2c(C)nn(-c3ccc(F)cc3)c2-n2cccc2)CC1
[47] CC(C)CCN1CCC2(COc3ccccc3C(=O)N2)C1 (stereo not given)
[48] Cc1ccc(C(=O)Nc2ccc3[nH]c(=O)c(=O)[nH]c3c2)cc1
compound no. | 41 | 42 | 43 | 44 | 45 | 46 | 47 | 48
SNCA expr inhib | 49%[activator] | 4% | -27% | 38%[activator][87.6 µM] | 7% | 0% | 5%[87.6 µM] | -8%
HEK293 tox | nt | -27% | ? | -4%[230 µM] | nt | nt | ? | nt
Luciferase inh | nt | 10% | nt | nt | nt | nt | 5%[172 µM] | nt
3T3 cytotox | nt | 1% | 1% | -19%[174 µM] | nt | nt | 100µM* | nt
HEK293 viab | ? | -2% | -12% | 6%[87.6 µM] | ? | -2% | -4%[87.6 µM] | -8%
GPT2 inh | nt | i | -8% | -20%[88.5 µM] | nt | nt | i | nt
IP6K1 inh | 10 | 11 | -1 | -12 | 5 | 19 | 0 | 0

[49] Cc1ccc(CN2CCSc3ccc(C(=O)N4CCN(c5ccc(Cl)cc5)CC4)cc32)cc1
[50] Cc1cc(NC(=O)N2CCC(CN3CCCCCC3)CC2)ccc1Br
[51] CCc1nc(-c2c3n(c(=O)n(CC(=O)Nc4c(C)cccc4C)c2=O)CCCCC3)no1
[52] O=C(NCC(F)(F)F)C1CCCN1C(=O)c1cccc(-c2cccnc2)c1 (stereo not given)
[53] O=C(c1cn(CCc2ccccc2)nn1)N1CCC(OCc2ccccn2)CC1
[54] CC(=O)NCC(=O)N1CCCC(C(=O)Nc2cccc(-c3ccc(F)cc3)c2)C1 (stereo not given)
[55] O=C(c1noc(-c2ccc(F)cc2)n1)N1CCN(c2ccccc2)CC1
[56] Cc1nn2c(=O)cc(COC(=O)c3ccccc3NC(=O)C3CCCCC3)nc2s1
compound no. | 49 | 50 | 51 | 52 | 53 | 54 | 55 | 56
SNCA expr inhib | 30%[activator] | 62%[activator] | 0% | nt | 11% | 3% | 32%[activator] | -16%
HEK293 tox | nt | nt | -6% | 1% | -12% | ? | ? | nt
Luciferase inh | nt | nt | 3% | nt | -2% | -8% | 40µM* | nt
3T3 cytotox | nt | nt | i | -11% | -24% | ? | -32% | nt
HEK293 viab | -1% | 1% | 1% | nt | 4% | -14% | 0% | -7%
GPT2 inh | nt | nt | i | nt | i | i | i | nt
IP6K1 inh | -3 | 28 | 4 | -10 | 18 | 10 | -16 | -4
